GLS inhibitor: inhibitors of human glutaminase (GLS) | Potency, µM (highest dose often 45.5 µM), for inactives: top-dose activity change, negative = inhibition, actives largely listed as inhibitors | O94925 | actives 0.21% (n = 410,000) | GLS enzymatic activity, qHTS titration; note: potency is the fitted concentration of half-maximal effect; % is set by controls: 0 for no effect and ±100 for the full control effect
Target sequence (O94925 whole entry, looked up): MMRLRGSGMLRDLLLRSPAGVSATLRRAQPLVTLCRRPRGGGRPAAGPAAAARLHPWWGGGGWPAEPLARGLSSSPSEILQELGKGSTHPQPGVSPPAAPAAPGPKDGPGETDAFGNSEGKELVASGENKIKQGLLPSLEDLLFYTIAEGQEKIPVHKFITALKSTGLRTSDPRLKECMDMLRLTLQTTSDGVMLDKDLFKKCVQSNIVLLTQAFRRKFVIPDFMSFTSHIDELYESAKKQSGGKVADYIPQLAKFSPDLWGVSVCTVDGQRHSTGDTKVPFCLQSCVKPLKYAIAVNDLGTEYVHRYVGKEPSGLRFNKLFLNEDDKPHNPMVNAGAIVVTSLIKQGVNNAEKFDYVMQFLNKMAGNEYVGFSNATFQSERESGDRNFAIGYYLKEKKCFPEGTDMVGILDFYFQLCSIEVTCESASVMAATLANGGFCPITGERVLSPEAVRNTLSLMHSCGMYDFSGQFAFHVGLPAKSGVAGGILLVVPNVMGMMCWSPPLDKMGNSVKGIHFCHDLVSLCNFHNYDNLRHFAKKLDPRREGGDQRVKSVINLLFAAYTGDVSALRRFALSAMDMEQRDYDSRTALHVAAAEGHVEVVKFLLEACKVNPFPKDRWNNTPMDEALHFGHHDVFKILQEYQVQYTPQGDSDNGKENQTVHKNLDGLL
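hKGA; 45 mM KH2PO4 pH 8.2 + 0.02% Tween-20; cpd via pin tool; 1 mM Gln soln; GluOx/HRP/Amplex Red; RT 30 min; fluor. t0 & final.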
RGS4 inh: human RGS4 inhibition; P49798; Transcreener GDP fluorescence polarization, RGS4-accelerated GTP hydrolysis; Potency, µM (doses to about 114 µM), without a hit: at the top dose activity change, negative = inhibition, hits mostly inhibitors; actives 0.039% (n = 390,000); note: potency is the fitted concentration of half-maximal effect; % is set by controls: 0 for no effect and ±100 for the full control effect; nearly all actives have a fitted effect of over 75% in size; some results filed as inactive show a strong effect at the top dose
Target sequence (P49798 whole entry, looked up): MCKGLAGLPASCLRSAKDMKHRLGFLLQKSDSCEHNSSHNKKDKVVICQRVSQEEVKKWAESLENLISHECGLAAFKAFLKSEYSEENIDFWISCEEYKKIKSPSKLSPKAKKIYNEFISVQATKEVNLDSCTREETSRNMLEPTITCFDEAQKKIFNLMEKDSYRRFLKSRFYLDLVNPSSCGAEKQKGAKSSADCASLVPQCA
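MLSMR compounds (23 nl, pin-transferred) preincubated 10 min at room temperature with a 500nM (2x) first reagent, then RGS4 at 900nM (2x) plus Transcreener GDP mix added; fluorescence polarization (620/688 nm) read before and after 90 min at 30 °C.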
G9a block: G9a (human) methyltransferase inhibition; Potency, µM (titrated, usually from 102 µM), inactives show at the highest dose activity, negative = inhibition, usual class: inhibitors; G9a H3K9 monomethylation, AlphaScreen, 2 h; actives 8.8% (n = 350,000); AID 504332; note: potency is the fitted concentration of half-maximal effect; % is set by controls: 0 for no effect and ±100 for the full control effect; nearly all actives have a fitted effect of over 75% in size
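Using a bead-based AlphaScreen, monomethylated H3K9 product from 2 h room-temperature reactions (G9a 20 nM, peptide 500 nM, SAM 20 uM) was detected with 0.5 ug/mL rabbit anti-H3K9me1 antibody.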
PI4K2A inh: blocks human PI4K2A kinase activity | Q9BTU6 | AID 1346378 | actives 0.13% (n = 420,000) | purified PI4K2A, ADP-Glo luminescence, 1 h; stronger effect = lower value | activity change, negative = inhibition, % at 76.9 µM; in the data active = activity change below about -50%; inconclusive = mostly about -30% to -49%;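 note: -100% = wells without enzyme as full effect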
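Compounds are screened against recombinant PI4K2A using PI as substrate and ATP, the latter dispensed at 300 microM. Reactions run one hour at ambient temperature before ADP-Glo detection; full inhibition defined by wells lacking enzyme.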
HP1b chromo inh: HP1-beta chromodomain-methylated histone interaction inhibition; P83916; Potency, µM (titrated, usually from 114 µM), for inactives: at the top dose activity change, negative = inhibition, usual class: inhibitors; AID 540317; actives 0.56% (n = 390,000); AlphaScreen HP1-beta / biotin-H3K9me3 peptide binding; note: potency is the fitted concentration of half-maximal effect; nearly all actives have a fitted effect of over 70% in size; inactives centre near 23
Target sequence (P83916 whole entry, looked up): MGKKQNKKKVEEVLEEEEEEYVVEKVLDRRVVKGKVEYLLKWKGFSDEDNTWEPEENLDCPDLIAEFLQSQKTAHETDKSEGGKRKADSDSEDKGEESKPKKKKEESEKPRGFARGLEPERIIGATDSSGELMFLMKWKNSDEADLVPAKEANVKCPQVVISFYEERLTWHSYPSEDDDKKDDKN
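HP1-beta protein (50 nM final) preincubated 30 min at room temperature with biotinylated H3(1-18)K9me3 peptide (50 nM) in PBS pH 7.4, 0.01% Tween-20, then compound added for 30 min. AlphaScreen streptavidin donor/nickel chelate acceptor beads (10 ug/mL final), 30 min dark, luminescence read.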
JMJD2A Tudor inh: blocks the human JMJD2A Tudor domain; O75164; AlphaScreen JMJD2A-Tudor / H3K4me3 peptide binding; Potency, µM (doses to about 114 µM), inactives show at the top dose activity change, negative = inhibition, actives largely listed as inhibitors; actives 4.4% (n = 390,000); note: potency is the fitted concentration of half-maximal effect; % is set by controls: 0 for no effect and ±100 for the full control effect; nearly all actives have a fitted effect of over 50% in size
ERG-DNA inh: blocks human ERG Ets domain binding to DNA. P11308. fluorescence polarization, His-ERG Ets domain / labelled DNA. Potency, µM (highest dose often 76.9 µM), for inactives: at the top dose FP activity, negative = inhibition, hits mostly inhibitors. actives 0.028% (n = 370,000); active = well fitted inhibition curve with a large enough effect in the polarisation, with a control signal flat; inconclusive = small, poorly fitted or top-dose-only effect, or effect the other way, or a change in a side signal; inactive = no such curve, though single readings can be large or run the other way; the % refers to the polarisation;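 note: polarization taken with two DNA probes labelled with fluorescein and Texas red; potency is the fitted concentration of half-maximal effect; % of control where 0% means no effect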
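His-tagged ERG Ets domain (1 uM in the protein solution; 300mM KCl, 50mM Tris-HCl, 1mM EDTA, 1mM DTT, pH 7.5) received compound, then a probe mix of 5 nM fluorescein-DNA and 100nM Texas-615-DNA. Fluorescence polarization was read for both dyes.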
BAZ2B inh: blocks human BAZ2B | Q9UIF8 | AlphaScreen BAZ2B-H3K14Ac peptide displacement | Potency, µM (series often up to 114 µM), without a hit: top-dose activity change, negative = inhibition, actives largely listed as inhibitors | actives 4.4% (n = 360,000) | AID 504333; note: potency is the fitted concentration of half-maximal effect; % is set by controls: 0 for no effect and ±100 for the full control effect; nearly all actives have a fitted effect of over 60% in size
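Inhibition is scored as reduced AlphaScreen emission. The BAZ2B/b-H3(5-23)K14Ac complex (50 nM each) in PBS pH 7.4, 0.01% Tween-20 meets compound (up to 110 uM) for 30 min at RT before bead addition.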
12-LOX inh: ALOX12 (human) lipoxygenase inhibition; P18054; purified 12hLO, xylenol orange hydroperoxide absorbance; Potency, µM (top dose mostly 108 µM), inactives show top-dose activity change, negative = inhibition, most hits filed as inhibitors; actives 1.1% (n = 580,000); note: potency is the fitted concentration of half-maximal effect; % is set by controls: 0 for no effect and ±100 for the full control effect
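Hydroperoxide product was detected by ferrous iron/xylenol orange as the 573 to 405 nm absorbance ratio. Arachidonic acid at 40 uM (final) was turned over for 30 min at room temperature by 150 nM human 12hLO, pH 7.0 Hepes buffer, after 15 min compound preincubation.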
An asterisk follows results filed as active; u = inconclusive; x = not tested or not shown; [ ] = remark or other dose. Unless noted, calls come from the whole dose curve; as a rule, active = well fitted curve in the direction sought with a large enough effect; inconclusive = small, poorly fitted or top-dose-only effect, or another doubt; inactive = no such curve, though single readings can be large; an effect the other way counts as inactive or inconclusive. Only part of the results is shown; count on the stated rates, not on these rows.

SMILES | GLS inhibitor | RGS4 inh | G9a block | PI4K2A inh | HP1b chromo inh | JMJD2A Tudor inh | ERG-DNA inh | BAZ2B inh | 12-LOX inh
COC(=O)C1CCN(CC(=O)Nc2ccc(C(=O)Nc3ccccc3OC)cc2)CC1 | 9% | -18% | 2%[2.33 µM] | 2 | 22% | -16% | -3% | 9% | -20%
COC(=O)c1ccc(C2/C(=C(/O)c3ccc4c(c3)CC(C)O4)C(=O)C(=O)N2Cc2ccncc2)cc1 (stereo unspecified) | 6% | -21%[11.4 µM] | 45µM* | -5 | 61%[activator] | -21% | 9% | u | -28%
CCC1(CC)C(=O)N(c2ccccc2)C(=N)N(c2ccccc2)C1=O | 8% | -22% | x | 0 | 40%[activator] | 2% | 14% | x | 6%
O=C(CN1CCOCC1)N1CCOCC1 | -19% | 14% | x | 1 | 4% | -3% | -1% | x | 5%
CCOC(=O)c1c(-c2ccccc2)oc2cc(Br)c(O)cc12 | 5% | 35% | 17% | -15 | 45%[activator] | -1% | -7% | 8% | u
Cc1ccc(S(=O)(=O)N[C@H](C(=O)N2CCC(C(=O)N[C@H](C(=O)O)c3ccccc3)CC2)C(C)C)cc1 | -7% | -7% | -10%[12.7 µM] | 5 | 43%[activator] | -5% | 3% | -2% | -18%
Cc1ccc(CSCC(=O)N(C)CC(=O)Nc2ccccc2Cl)cc1 | 0% | 2% | 5% | -2 | -1% | -9% | -3% | 0% | -15%
O=C(COC(=O)Cc1n[nH]c(=O)c2ccccc12)Nc1ncc(Cl)cc1Cl | -3% | -9% | 0%[12.7 µM] | -5 | 22% | -17% | -10% | u | -14%
O=C(O)C1=CC[C@@H](c2ccc(Cl)cc2)N(S(=O)(=O)c2ccc(Cl)cc2)[C@H]1c1ccccc1 | 26% | -34% | 4%[2.33 µM] | -3 | 43% | -24% | 4% | -31% | u
COc1cc(CC(=O)NCC2COc3ccccc3O2)cc(OC)c1OC (stereo unspecified) | 4% | -17% | 0% | 6 | 27% | -7% | -7% | x | -1%
Oc1ccc(Br)cc1/C=N/N1CCN(Cc2cccc3ccccc23)CC1 | 8% | 11% | x | -5 | -2% | u | 2% | -39% | 18%
O=C(NCC1CCCO1)c1cc2cc(Cl)ccc2[nH]1 (stereo unspecified) | -2% | -5% | 11% | -3 | 60%[activator] | -10% | 6% | -19% | u
COc1ccc(C(=O)c2cnc[nH]2)cc1 | -7% | -6% | x | -2 | 28% | -1% | 0% | -5% | 158%[activator]
CCC(=O)Oc1ccc(C(=O)Nc2cccc(C(=O)NCC(C)C)c2)cc1 | 4% | 15% | 0% | 0 | -1% | -18% | 5% | 1% | -14%
CCN1CCN(C(=S)NC(=O)/C=C/c2cccs2)CC1 | 13% | -2% | 50µM* | -3 | 28% | -10% | 0% | -3% | 7%
COc1ccc(N(CC(=O)Nc2cccc(N(C)S(C)(=O)=O)c2)S(=O)(=O)c2ccccc2)cc1Cl | -9% | -21%[56.9 µM] | x | -3 | 47%[activator] | -28% | 6% | 6% | -18%
CN1C(C(=O)N2CCc3ccccc3C2)=CC(c2ccc(F)cc2)=NS1(=O)=O | -10% | -8% | u | 3 | 27% | -34% | -8% | -33% | -10%
COC(=O)C/C(C)=N/Nc1ccc(S(=O)(=O)N2CCCC2)cc1[N+](=O)[O-] | 6% | 9% | 45µM* | -2 | -1% | -32% | u | u | -6%
Cc1cccn2c(Nc3ccccc3)c(-c3ccc(N4CCOCC4)cc3)nc12 | 2% | -24% | -27%[59 µM] | -3 | 67%[activator] | -5% | -6% | 19% | u
Cc1ccc(S(=O)(=O)N(C)CC(=O)OCC(=O)c2ccc3c(c2)NC(=O)CO3)cc1 | 5% | -5% | x | -1 | 6% | -12% | 3% | x | -5%
Cc1c(OC(C)C(=O)O)ccc2c(-c3ccccc3)cc(=O)oc12 (stereo unspecified) | 14% | -10% | -46% | 3 | 35% | -11% | 1% | -13% | -4%
Nc1ncc2c(n1)-c1cc(Cl)ccc1SC2 | 1% | 15% | x | -5 | 40% | -20% | 7% | -13% | -12%
COc1ccc(C(OC(=O)c2ccco2)C(=O)NC2CCCC2)cc1OC (stereo unspecified) | -4% | -1% | -10% | -2 | 17% | -6% | -2% | 4% | 20%
CCOC(=O)C(C)c1n[nH]c(=O)c2ccccc12 (stereo unspecified) | -1% | 7% | -23%[12.7 µM] | -1 | 41% | -2% | -1% | 13% | -6%
CC(=O)c1ccc(NC(=O)Cn2c(=O)oc3cc(S(=O)(=O)N4CCCCC4)ccc32)cc1 | 8% | -9% | 7%[59 µM] | -4 | 35% | -3% | -7% | 5% | 0%
Cc1ccc2nc(CSc3nnc(Nc4ccccc4F)s3)cc(=O)n2c1 | 25% | -22% | 5%[59 µM] | -2 | 41%[activator] | -30% | 13% | u | -19%
Cc1ccc(NC(=O)CN(C)C(=O)c2cc3c(s2)CCCCC3)cc1 | -3% | -2% | -1%[12.7 µM] | -2 | 46%[activator] | 1% | 0% | -28% | 64%[activator]
CCOC(=O)C1=C(COC(=O)c2ccc([N+](=O)[O-])s2)NC(=O)NC1C (stereo unspecified) | 13% | 23% | x | -11 | 7% | -29% | -2% | x | u
COC(=O)c1ccccc1-c1ccc(/C=N/NC(=O)c2cc3ccccc3o2)o1 | 2% | -8% | 1%[59 µM] | 2 | 20% | 1% | x | -3% | 1%
COc1ccccc1-c1sc2cc3c(cc2c1-c1ccc(OCCN2CCOCC2)cc1)OCO3 | -1% | 24% | x | 4 | -24% | 50µM* | 2% | x | x

Looked up above:
Cc1ccc2nc(CSc3nnc(Nc4ccccc4F)s3)cc(=O)n2c1 in JMJD2A Tudor inh = -30%
CCOC(=O)C1=C(COC(=O)c2ccc([N+](=O)[O-])s2)NC(=O)NC1C (stereo unspecified) in HP1b chromo inh = 7%
COC(=O)C/C(C)=N/Nc1ccc(S(=O)(=O)N2CCCC2)cc1[N+](=O)[O-] in PI4K2A inh = -2
COC(=O)c1ccccc1-c1ccc(/C=N/NC(=O)c2cc3ccccc3o2)o1 in HP1b chromo inh = 20%

Looked up by structure from the entries so far, two records:
SMILES | GLS inhibitor | RGS4 inh | G9a block | PI4K2A inh | HP1b chromo inh | JMJD2A Tudor inh | ERG-DNA inh | BAZ2B inh | 12-LOX inh
CCOC(=O)C1=C(COC(=O)c2ccc([N+](=O)[O-])s2)NC(=O)NC1C (stereo unspecified) | 13% | 23% | x | -11 | 7% | -29% | -2% | x | u
COc1ccc(N(CC(=O)Nc2cccc(N(C)S(C)(=O)=O)c2)S(=O)(=O)c2ccccc2)cc1Cl | -9% | -21%[56.9 µM] | x | -3 | 47%[activator] | -28% | 6% | 6% | -18%

(further entries)
SMILES | GLS inhibitor | RGS4 inh | G9a block | PI4K2A inh | HP1b chromo inh | JMJD2A Tudor inh | ERG-DNA inh | BAZ2B inh | 12-LOX inh
Cc1ccc(C)c(NC(=S)N2C3CCCC2CC(NC(=O)C2CC2)C3)c1 (stereo unspecified) | -13% | 29% | 7%[59 µM] | -2 | -1% | -7% | 3% | -10% | 2%
CCN(C(=O)CN1CCC(C)CC1)c1c(N)n(Cc2ccccc2)c(=O)[nH]c1=O | 7% | -15% | -7% | 3 | 16% | -1% | -2% | -5% | -10%
CN(C(=O)CN1CCCCCC1)c1c(N)n(Cc2ccccc2)c(=O)[nH]c1=O | 4% | 22% | 31%[12.7 µM] | -2 | 37% | -10% | 9% | 11% | -1%
C/C(=N\NC(=O)c1cccc(Br)c1)c1cccc(NC(=O)c2ccc(C)o2)c1 | -8% | -40% | 12%[59 µM] | 2 | 41%[activator] | u | 2% | -8% | 11%
CCOC(=O)C1(Cc2cccc(Cl)c2)CCCN(C(=O)c2ccnn2C)C1 (stereo unspecified) | 1% | 3% | -5% | 0 | 9% | -11% | -3% | -11% | 5%
COc1ccc(NS(=O)(=O)c2cccc(C(=O)NCc3ccccn3)c2)cc1 | -7% | -20% | 22% | -4 | 39% | -15% | -10% | 4% | 9%
CC(=O)Nc1ccc(S(=O)(=O)N2CCC(C(=O)c3ccc(Cl)cc3)CC2)cc1 | 8% | 18% | 15% | -1 | 17% | -19% | 10% | -4% | -17%
Cn1cnnc1SCC(=O)c1ccco1 | 1% | -43% | 45µM* | 5 | 57%[activator] | -5% | 7% | -3% | -33%[57.4 µM]
Cc1cc(/C=N/NC(=O)c2cc3ccccc3o2)c(C)n1C | -1% | -6% | u | -4 | 17% | -25% | 13% | u | -8%
O=[N+]([O-])c1cccc(-c2ccc(C(=S)N3CCN(c4ccccc4)CC3)o2)c1 | -7% | u | 3.5µM* | -1 | u | u | 2% | u | -18%
CSc1ccc(C2C(C#N)=C(N)N(c3ccccc3)C3=C2C(=O)CCC3)cc1 (stereo unspecified) | 17% | u | u | 2 | -9% | u | -12% | u | u
COc1cc(/C=N/N(C)S(=O)(=O)c2ccc(C)cc2)cc([N+](=O)[O-])c1O | 21% | 0% | u | 0 | -2% | -31% | -7% | u | u
Cc1ccc(-c2c(=O)n(O)c3ccccc3[n+]2[O-])cc1 | 7% | -14% | 50µM* | -2 | -10% | u | 0% | -20% | u
Cc1cc(C)c(S(=O)(=O)NCC2CCC(C(=O)NCc3ccccn3)CC2)c(C)c1 (stereo unspecified) | 5% | 12% | -21% | -6 | 39% | -4% | 7% | 26% | 0%
O=C(NC1CCCCC1)c1noc2c1CCCCC2 | -4% | 25% | 5% | -3 | 21% | -3% | 9% | 2% | -19%
CC1CCN(S(=O)(=O)c2cccc(C(=O)Oc3ccc([N+](=O)[O-])cc3)c2)CC1 | 6% | -48% | -2%[59 µM] | 2 | 7% | -17% | -23% | -3% | -12%
